From PubChem BioAssay
GLP-1R inv ag: qHTS of GLP-1 Receptor Inverse Agonists (Inhibition Mode); Glucagon-like peptide 1 receptor (Homo sapiens), P43220; HEK293 GLP-1R CRE-luciferase, luminescence, 24 h; GLP-1R form is constitutively active; Potency, µM (top dose mostly 38.3 µM), inactives show top-dose activity change, negative = inhibition, actives largely listed as inhibitors; hit rate 1.6% among 410,000; AID 624417, 2012; further: potency means the concentration at half of the fitted maximal effect; on the % scale 0 is the no-effect control and ±100 the full control effect; nearly all actives have a fitted effect of over 55% in size
Target sequence (P43220 whole entry, looked up): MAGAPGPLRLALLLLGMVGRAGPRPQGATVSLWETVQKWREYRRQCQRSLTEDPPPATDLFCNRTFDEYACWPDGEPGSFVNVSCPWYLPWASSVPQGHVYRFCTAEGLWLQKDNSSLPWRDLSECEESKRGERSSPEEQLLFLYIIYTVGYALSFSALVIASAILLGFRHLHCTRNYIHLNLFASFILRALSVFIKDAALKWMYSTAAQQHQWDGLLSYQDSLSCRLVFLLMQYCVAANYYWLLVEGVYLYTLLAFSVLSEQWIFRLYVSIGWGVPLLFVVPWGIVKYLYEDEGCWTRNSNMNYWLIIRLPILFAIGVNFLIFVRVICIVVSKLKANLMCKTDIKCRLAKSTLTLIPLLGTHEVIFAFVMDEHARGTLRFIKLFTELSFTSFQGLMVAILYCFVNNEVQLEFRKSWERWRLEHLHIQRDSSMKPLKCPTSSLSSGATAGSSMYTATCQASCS
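HEK293 cells stably co-expressing a cAMP-responsive luciferase reporter and constitutively active GLP-1R were seeded, incubated 12 h, then exposed to compounds for 24 h at 37 C. Luminescence was read 12 min after detection reagent; inverse agonists lower signal.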
GLP1R cytotox: qHTS of GLP-1 Receptor Inverse Agonists: Cytotox Screen. HEK293 cAMP-luciferase reporter cells, luminescence, 24 h. Potency, µM (doses to about 38.3 µM), without a hit: at the top dose activity change, negative = inhibition, most hits filed as inhibitors. hit rate 0.13% among 410,000. AID 624418, 2012;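 further: loss of luciferase light is scored as toxicity; potency means the concentration at half of the fitted maximal effect; on the % scale 0 is the no-effect control and ±100 the full control effect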
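Step one: seed cells (200 cells/uL, DMEM with 10% Nu serum, 1% pen-strep). Step two: 12-hour incubation at 37 deg C. Step three: pin 23 nL compound, incubate 24 hr. Step four: add luciferase reagent, read luminescence 12 min later.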
aSyn yeast inh: qHTS of alpha-syn Inhibitors; hit rate 0.14% among 370,000; Potency, µM (highest dose often 46.1 µM), without a hit: at the top dose growth rescue (activation), usual class: activators; Yeast expressing alpha-synuclein, growth rescue, BacTiter-Glo, 24 h; AID 652106, 2013; further: potency means the concentration at half of the fitted maximal effect; % of control where 0% means no effect; nearly all actives have a fitted effect of over 65% in size
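Screening used galactose-induced yeast with toxic alpha-synuclein levels, exposed to compound for 24 hr at 30 deg C. Cell growth, read with BacTiter-Glo luminescence, gave the measured signal.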
KB-V1 cytotox: qHTS assay for MDR1-selective chemotherapeutics: Primary screen using the drug-selected MDR subline cells KB-V1. KB-V1 MDR cells viability, CellTiter-Glo, 72 h. Potency, µM (top dose mostly 46.1 µM), inactives show top-dose activity change, negative = cytotoxicity, most hits filed as cytotoxic. hit rate 3.4% among 400,000; further: potency means the concentration at half of the fitted maximal effect; on the % scale 0 is the no-effect control and ±100 the full control effect; nearly all actives have a fitted effect of over 60% in size
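In this primary screen, KB-V1 cells overexpressing P-gp are incubated with library compounds (lowest to highest concentration) for 72 h at 37 degrees C before a luminescent ATP viability read.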
DRD3 agonist: qHTS of D3 Dopamine Receptor Agonist: qHTS | D(3) dopamine receptor (Homo sapiens), P35462 | D3R DiscoveRx beta-arrestin cells, luminescence, 90 min | max activation, % | hit rate 0.58% among 410,000 | AID 652048, 2013; in the data active means max activation above about 30%; further: 0% is about no effect; mostly tested at two doses, the higher about 12 µM
Target sequence (P35462 whole entry, looked up): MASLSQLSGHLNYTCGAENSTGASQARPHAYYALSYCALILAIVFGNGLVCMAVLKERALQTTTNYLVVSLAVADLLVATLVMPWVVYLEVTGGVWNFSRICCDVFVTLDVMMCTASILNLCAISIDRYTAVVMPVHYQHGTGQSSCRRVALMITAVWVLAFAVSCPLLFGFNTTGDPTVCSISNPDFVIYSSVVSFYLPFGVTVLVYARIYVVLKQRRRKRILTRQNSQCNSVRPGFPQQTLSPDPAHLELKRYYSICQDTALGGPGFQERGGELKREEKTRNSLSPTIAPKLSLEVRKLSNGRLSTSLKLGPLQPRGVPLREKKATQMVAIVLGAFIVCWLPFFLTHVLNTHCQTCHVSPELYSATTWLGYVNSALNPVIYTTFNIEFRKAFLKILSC
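Agonist mode: compounds and dopamine controls were applied to plated cells for 90 min at 37 degrees C after an overnight attachment at 1500 cells/well. Luminescent read-out followed 30 - 60 minutes at room temperature with DiscoveRx detection reagent.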
TDP-43 yeast inh: qHTS of TDP-43 Inhibitors; TDP-43 expressing yeast growth rescue, BacTiter-Glo, 24 h; Potency, µM (doses to about 46.1 µM), for the others: at the highest dose growth rescue (activation), hits mostly activators; hit rate 1.8% among 410,000; AID 652104, 2013; further: potency means the concentration at half of the fitted maximal effect; % of control where 0% means no effect; nearly all actives have a fitted effect of over 50% in size
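Readout is BacTiter-Glo luminescence of cell growth, so inhibitors register as activators. TDP-43-expressing yeast at OD600=0.02 in galactose medium, after raffinose pregrowth to mid-log, were incubated with compound for 24 hr at 30 deg C.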
PTHR1 ag: qHTS for PTHR1 Agonists: Primary Screen. Parathyroid hormone/parathyroid hormone-related peptide receptor (Homo sapiens), Q03431. HEK293 GP2 PTHR1 cells, GloSensor cAMP luminescence, 1 h. Potency, µM (titrated, usually from 115 µM), for the others: at the highest dose activation, usual class: activators. hit rate 0.075% among 410,000; further: potency means the concentration at half of the fitted maximal effect; nearly all actives have a fitted effect of over 55% in size; some results filed as inactive show a strong effect at the top dose; inactives centre near -15; many of its hits are not listed in these tables
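HEK-293-derived GP2 cells expressing PTHR1 and a GloSensor cAMP reporter, 3,000/well, plated overnight, given luciferin plus IBMX (each 0.5 mM as added) for 1 h at 37 °C, then compound for 1 h at 37 °C. Luminescence was read after 15 min at room temperature.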
GLP1R ag: qHTS of GLP-1 Receptor Agonists; HEK293 GLP-1R CRE-luciferase, luminescence, 4-6 h; cells express a hypersensitive GLP-1R form; hit rate 0.007% among 380,000; Potency, µM (doses to about 45.6 µM), without a hit: top-dose activation, most hits filed as activators; Glucagon-like peptide 1 receptor (Homo sapiens), P43220; further: potency means the concentration at half of the fitted maximal effect; % of control where 0% means no effect
D3 antag: qHTS of D3 Dopamine Receptor Antagonist: qHTS; D(3) dopamine receptor (Homo sapiens), P35462; D3R cells, DiscoveRx beta-arrestin luminescence, antagonist mode; active compounds read low; max response, negative = inhibition, %; hit rate 2.5% among 360,000; AID 652054, 2013; in the data active means max response below about -50%; inconclusive means no clear call, values can overlap the other calls; further: on the % scale 0 is the no-effect control and ±100 the full control effect; mostly tested at two doses, the higher about 12 µM
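Cells expressing the human receptor were seeded at 1500 cells/well, incubated overnight at 37 degrees C in 5% CO2, then exposed to library compounds with dopamine controls for 90 minutes at 37 degrees C before luminescent detection.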
* marks the source's active call; other numbers are inactive results; i = inactive; ? = inconclusive; . = no result given; & = joins results of further samples; [ ] = remark or other dose. Unless noted, the call rests on the fitted dose curve; in most records, active means well fitted curve in the direction sought with a large enough effect; inconclusive means small, poorly fitted or top-dose-only effect, or another doubt; inactive means no such curve, though single readings can be large; an effect the other way counts as inactive or inconclusive. A portion of the library, so the mix of outcomes need not match the whole.

SMILES | GLP-1R inv ag | GLP1R cytotox | aSyn yeast inh | KB-V1 cytotox | DRD3 agonist | TDP-43 yeast inh | PTHR1 ag | GLP1R ag | D3 antag
C=CCOC(=O)C1=C(C)NC(C)=C(C(=O)OCC=C)C1c1cccs1 | 10µM* | 12% | 7% | 16µM* | -4 | 15% | -67%[inhibitor] | -2% | -22
Cc1ccc2[nH]c3c(=O)n(CC(=O)N4CCCCC4)ncc3c2c1 | -6% | -1% | . | -14% | 3 | 10% | i | . | .
O=C1CSC(c2cccnc2)N1Cc1cccnc1 (stereo not given) | 9% | 2% | 0% | 4% | 1 | 10% | i | -1% | 101
O=C1CC(c2cc(Br)ccc2F)c2cc3c(cc2N1)CCC3 (stereo not given) | 0% | -42% | 4.5µM* | ? | 7 | -24% | i | 6% | -6
Cn1c(N)c(C(=O)CSc2nnc(N)s2)c(=O)n(C)c1=O | -7% | -6% | -3% | 2% | -6 | -18% | -9% | 5% | ?
CCOC(=O)C1CCN(c2nc(C)nc3c2oc2ccccc23)CC1 | ? | 9% | 1% | 1% | -1 | 2% | -36%[inhibitor][57.5 µM] | 29% | -12
Cc1nn(C)cc1-c1n[nH]c(=S)n1-c1ccc(Cl)cc1 | -7% | 8% | 4% | 8% | -2 | -7% | i | -2% | 0
COC(=O)c1ccc(-n2c(C)cc(C(=O)CSc3ccc(NC(C)=O)cc3)c2C)cc1 | ? | 50%[activator] | -1% | ? | 8 | 0% | -92%[inhibitor] | -20% | 15
NC(=O)C1CCN(C(c2ccccc2F)c2nnnn2Cc2ccco2)CC1 (stereo not given) | 9% | -14% | -3% | 3% | -3 | -2% | -13%[57.5 µM] | -6% | ?
Cc1cc(NC(=O)Nc2cccc(Cl)c2)n(C(C)(C)C)n1 | -1% | 1% | 4% | -19% | 2 | -6% | i | 3% | 3
CCC(NC(=O)c1ccccc1O)c1ccccc1 (stereo not given) | -3% | 9% | -4% | 16µM* | -7 | 8% | i | 0% | 9
COc1ccc(CCNC(=O)CNS(=O)(=O)c2cccs2)cc1OC | -85% | 1% | 3% | -14% | 5 | -20% | -24% | -3% | 4
O=C(OCc1ccccc1)c1cccnc1Cl | 40%[activator] | -21% | 0% | 7% | 5 | 21% | -8% | 15% | 1
COc1ccc(Sc2ccc(NC(=O)c3cccc(Cl)c3)cc2C#N)cc1 | -1% | -5% | -7% | 2% | 10 | 9% | -26% | 3% | 29
CCOC(=O)N1CCN(S(=O)(=O)c2cn(C)c(=O)n(C)c2=O)CC1 | 11% | 16% | -1% | -4% | 1 | 18% | i | 0% | -14
CC(C)CC1(C)NC(=O)N(CCN2C(=O)c3ccccc3C2=O)C1=O (stereo not given) | 13% | -13% | 3% | -16% | 6 | 21% | i | -2% | 6
COc1cccc(CN2C(=O)CN(C3CCCCC3)C(=O)C2c2ccc(OC(C)C)c(OC)c2)c1 (stereo not given) | 2% | ? | . | . | -12 | -44%[inhibitor] | -22% | . | .
O=C(/C=C/Nc1ccccc1)c1cnc(-c2ccccc2)s1 | 2% | 2% | 4% | ? | -2 | 27% | -12% | -3% | 4
O=c1cc2c(nn1Cc1cccc([N+](=O)[O-])c1)-c1ccccc1CC2 | -13% | 3% | 2% | -10% | 3 | 28µM* | -20% | 25% | -8
COc1ccc(CNC(=O)C2CC(c3cc(C(F)(F)F)cc(C(F)(F)F)c3)=NO2)cc1 (stereo not given) | ? | -29% | 0% | ? | -24 | 16% | -16% | 9% | -1
Cc1ccc(OCC(=O)N(Cc2ccco2)C2CCS(=O)(=O)C2)cc1 (stereo not given) | 0%&-23% | -5%&2% | 4% | 2%&-10% | 2&-12 | 7%&-10% | -4% | -3% | 15
COc1ccc2c(c1)c(CC(=O)Nc1nnc(C3CC3)s1)c(C)n2C(=O)c1ccc(Cl)cc1 | 10% | -24% | 1% | ? | 54* | -14% | -32%[inhibitor] | 5% | 79
CC1(C)CC(=O)C2=C(C1)NC(Nc1nc3ccccc3o1)=NC2c1ccccn1 (stereo not given) | -35% | ? | 6% | -1% | 4 | -3% | -10% | 9% | 7
CC(C)CC1NC(=O)c2cc3ccccc3cc2-n2c1nc1ccc(Cl)cc1c2=O (stereo not given) | -14% | 5% | 8% | -9% | -3 | 8% | -68%[inhibitor] | -4% | 12
Cc1cccc(C(=O)NCC(=O)N2CCN(S(=O)(=O)/C=C/c3ccccc3)CC2)c1 | -29% | -12% | 0% | 5% | 0 | 8% | i | 0% | 29
COCCNC(=O)c1cc(-c2ccc(OC)c(OC)c2)on1 | 31% | -1% | 4% | -1% | -5 | 9% | -11%[57.5 µM] | 9% | -15
CCCCN(CC)CCCNC(=O)CN1C(=O)CSc2ccc(S(=O)(=O)N3CCOCC3)cc21 | 8%&1% | -5%&-5% | 2% | 8% | 3&7 | 3%&5% | 3% | 12% | 9
CCCCCCCCCCCC(=O)NC(Cc1ccc(OC)c([N+](=O)[O-])c1)C(=O)O (stereo not given) | -23% | -25% | 12% | 5% | 7 | 0% | -4% | 9% | 1
CCc1ccc(N2C(=O)CC(N3CCN(c4ccccn4)CC3)C2=O)cc1 (stereo not given) | 16% | -7% | 0% | 15% | -13 | 18% | i | 2% | -2
COc1ccc(/C=N/NC(=O)c2[nH]c3ccc(Br)cc3c2-c2ccccc2)c(C(=O)O)c1OC | ? | 10% | -3% | 2% | -19 | 0% | -9% | 10% | ?
CC(c1ccccc1)N1C(=O)CC(Sc2ncccc2C(=O)O)C1=O (stereo not given) | -3% | 31%[activator] | -15% | 1% | 0 | -17% | 1%[57.5 µM] | -2% | -16
Cn1cc(S(=O)(=O)Nc2ccc(Br)cc2F)c(=O)n(C)c1=O | 1% | 3% | 19% | 11% | 4 | 5% | -2% | -6% | 21
C=CCS(=O)(=O)N1CCCC(C(=O)c2cccc(Cl)c2)C1 (stereo not given) | ? | -2% | 10% | ? | -6 | 21% | i | 15% | -18
CNC(=S)N(Cc1ccc(OC)cc1)C1CC(=O)N(c2ccc(OC)cc2)C1=O (stereo not given) | ? | 20% | -2% | 0% | -7 | 14% | -14% | 0% | ?
N#CC(=Cc1ccc(-c2ccccc2)cc1)C(=O)c1ccccc1 | 22% | 4% | 4% | 3% | 1 | ? | i | 19% | 22
C=C(C)c1cccc(C(C)(C)NC(=O)NCCN(CC)CC)c1 | -36% | -7% | -3% | 13% | -6 | 14% | -23% | -7% | 8
Nc1cc(=O)[nH]c(SCc2cccc3ccccc23)n1 | -26% | -12% | 1% | -17% | -10 | 0% | -3% | 5% | 7
CCOC(=O)Cc1csc(NC(=O)CCCCCN2C(=O)c3cccc4cccc(c34)C2=O)n1 | 26% | -3% | 1% | -18% | 0 | -22% | -29% | 0% | -1
Cc1ccc(OCC(=O)N2CCN(C(=O)CCC3CCCC3)CC2)cc1 | ? | -12% | 11% | ? | -3 | ? | i | 1% | 19
Cc1ccc(-n2c(SCC(=O)NC3CCS(=O)(=O)C3)nc3ccccc3c2=O)cc1C (stereo not given) | 16% | 12% | -1% | 0% | 3 | -15% | i | -3% | 0
CN(CC(=O)NNC(=O)CNC(=O)c1ccccc1F)S(=O)(=O)c1ccc(Cl)cc1 | -8% | 1% | -9% | 8% | 12 | 3% | 30% | 10% | 1
CCOc1ccc2nc(NC3=NC(C)(C)C=C(C)N3)nc(C)c2c1 | ? | ? | 2% | ? | -2 | -3% | -5%[57.5 µM] | -13% | -14
C[C@H]1CN([C@@H](C)CO)C(=O)CCCn2cc(nn2)CO[C@@H]1CN(C)C(=O)Nc1ccc(N2CCCCC2)cc1 | 14% | 1% | ? | ? | 4 | 12% | -12% | -3% | -1
CC1CCN(C(=O)CSc2nnc(Cc3cccn3C)n2CCc2ccccc2)CC1 | 1% | -21% | 3% | -6% | -4 | 0% | -6% | -8% | -12
S=c1[nH]nc(CCc2ccccc2)n1-c1ccccc1 | -17% | ? | 8% | ? | 5 | 14% | i | -5% | 17
Cc1cc(F)ccc1NCc1ccncc1 | -7% | 6% | 0% | -18% | 10 | -8% | i | -8% | 51
Cc1cccc(Cn2c(C)c(CNC3CCCCC3)c(C(=O)O)c2C)c1 | 4% | 3% | . | ? | -7 | 0% | i | . | .
O=C(NCc1cccs1)c1ccccc1F | 0% | -5% | 4% | 12% | 4 | 2% | i | -9% | 33
CCCS(=O)(=O)NC(=O)C1(C)CCCN(C(=O)c2ccc3ccccc3n2)C1 (stereo not given) | -15% | -3% | 3% | 27% | 5 | 12% | i | -6% | 10
O=C1NC(=O)C(c2ccccc2)N1 (stereo not given) | 5% | -2% | 9% | ? | 4 | 15% | i | -1% | 5
COc1ccc(C2=NN(S(C)(=O)=O)C(c3cccs3)C2)cc1OC (stereo not given) | 158%[activator] | 0% | 3% | ? | 15 | -3% | -17% | 24% | 2
CC12CN3CC(C)(CN(C1)C3c1ccc3c(c1)OCO3)C2=O (stereo not given) | -5% | -30% | 1% | 1% | 4 | -2% | i | -15% | 0

Whole records from above. Screens in order: GLP-1R inv ag | GLP1R cytotox | aSyn yeast inh | KB-V1 cytotox | DRD3 agonist | TDP-43 yeast inh | PTHR1 ag | GLP1R ag | D3 antag
Entry for `O=C1NC(=O)C(c2ccccc2)N1` (stereo not given) = 5% | -2% | 9% | ? | 4 | 15% | i | -1% | 5
Entry for `COc1ccc(C2=NN(S(C)(=O)=O)C(c3cccs3)C2)cc1OC` (stereo not given) = 158%[activator] | 0% | 3% | ? | 15 | -3% | -17% | 24% | 2
